Compound activity: PubChem BioAssay, National Center for Advancing Translational Sciences (NCATS)
PI5P4K alpha inh = qHTS for Inhibitors of phosphatidylinositol 5-phosphate 4-kinase (PI5P4K); max response, %; 1.2% of 330,000 active; Phosphatidylinositol 5-phosphate 4-kinase type-2 alpha (Homo sapiens), P48426; AID 652105, 2013; PI5P4Kalpha enzyme, ADP-Glo luminescence, 60 min; active compounds read low; active = max response of -50% or lower; inconclusive = between -30% and -50%; inactive = -30% or higher; note: value at the top dose of about 77 µM; % is set by controls: 0 for no effect and ±100 for the full control effect
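Enzyme plus substrate dispensed, test compounds pinned in, then ATP (5 microM final) added. After 60 min at RT, ADP-Glo reagent 1 for 45 min and reagent 2 for 30 min preceded luminescence imaging.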
EPAC1 antag = qHTS for Antagonist of cAMP-regulated guanine nucleotide exchange factor 3 (EPAC1): primary screen; 0.14% of 360,000 active; Potency, µM (titrated, usually from 115 µM), for the others: at the top dose activity change, negative = inhibition, hits mostly inhibitors; AID 720709, 2013; EPAC1 GEF assay, Rap1b-BODIPY-GDP exchange fluorescence;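 note: potency is the fitted concentration of half-maximal effect; plate controls were vehicle for no effect and positive control for full effect; nearly all actives have a fitted effect of over 50% in size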
IL-2 act = qHTS of IL-2 Activators; IL-2 activation reporter assay, cell-based qHTS; stimulated with anti-CD3/CD4/CD28 beads; in transgenic mouse T cells; activation, % (series mostly up to about 46 µM); 0.065% of 360,000 active; AID 652025, 2013; in the data active = activation above about 50%; inconclusive = mostly about 30% to 49%; note: 0% is about no effect
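EGFP and DsRed fluorescence is measured by plate cytometry in unstimulated transgenic mouse T cells exposed to compound for 60 minutes, then stimulated 18 hours at 37 degrees C with anti-CD3/anti-CD4 beads plus anti-CD28.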
PLK1 PBD block = qHTS for Inhibitors of PLK1-PDB (polo-like kinase 1 - polo-box domain): Primary Screen. Serine/threonine-protein kinase PLK1 (Homo sapiens), P53350. Plk1 PBD binding of FITC phosphopeptide, fluorescence polarization. Potency, µM, inactives show max response, negative = inhibition, usual class: inhibitors. 2.8% of 360,000 active. AID 720504, 2013; note: potency is the fitted concentration of half-maximal effect; series mostly up to about 57 µM; % is set by controls: 0 for no effect and ±100 for the full control effect; nearly all actives have a fitted effect of over 65% in size
EPAC2 ag = qHTS for Agonist of cAMP-regulated guanine nucleotide exchange factor 4 (EPAC2): primary screen; Rap guanine nucleotide exchange factor 4 (Homo sapiens), Q8WZA2; EPAC2 activation, biochemical qHTS; response scale: 100% = 6.5 mM cAMP response; Potency, µM (series often up to 154 µM), for inactives: at the highest dose activation, usual class: activators; 0.079% of 360,000 active; AID 720711, 2013; note: potency is the fitted concentration of half-maximal effect; nearly all actives have a fitted effect of over 50% in size
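Nucleotide exchange monitored as fluorescence drop when BODIPY-GDP leaves Rap1B. Reaction: 100 nM EPAC2, 250 nM RAP1B-BODIPY-GDP, 50 uM GDP, room temperature, kinetic read over 30 min. Activity expressed relative to 6.5 mM cAMP.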
EPAC1 ag = qHTS for Agonist of cAMP-regulated guanine nucleotide exchange factor 3 (EPAC1): primary screen | Rap guanine nucleotide exchange factor 3 (Homo sapiens), O95398 | EPAC1 agonist qHTS, biochemical assay; response scale: 100% = response to 6.5 mM cAMP | Potency, µM (series often up to 154 µM), for the others: at the top dose activation, hits mostly activators | 0.073% of 360,000 active | AID 720707, 2013; note: potency is the fitted concentration of half-maximal effect; nearly all actives have a fitted effect of over 60% in size
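Read-out is the fluorescence drop as BODIPY-GDP leaves Rap1B (480 nm excitation, 540 nm emission), recorded every 5 minutes over 30 minutes. Reactions held 100 nM EPAC1, 250 nM Rap1B–BODIPY-GDP and 50 uM GDP, with 6.5 mM cAMP setting full activation.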
WRN helicase inh = qHTS for Inhibitors of WRN Helicase; Bifunctional 3'-5' exonuclease/ATP-dependent helicase WRN (Homo sapiens), Q14191; WRN helicase unwinding, fluorescent forked duplex, kinetic; Potency, µM (series often up to 114 µM), inactives show at the highest dose activity change, negative = inhibition, usual class: inhibitors; 0.46% of 360,000 active; AID 651768, 2012; note: potency is the fitted concentration of half-maximal effect; % is set by controls: 0 for no effect and ±100 for the full control effect; nearly all actives have a fitted effect of over 55% in size
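Fluorescence dequenching readout, ex 525 nm/em 598 nm, kinetic mode: forked duplex DNA (100 nM final) with adjacent fluorophore and quencher unwound by WRN (20 nM final) with 2 mM ATP. Compound preincubation 15 min, room temperature.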
CCT chaperon mod = High-Throughput Screening for Modulators of Cytosolic Chaperonin Activity. purified chaperonin ATPase assay, HTRF ADP detection, 30 min. activity change, % (test concentration not listed), hits read low. 0.3% of 360,000 active. AID 651819, 2012; in the data active = activity change below about -30%; note: % is set by controls: 0 for no effect and ±100 for the full control effect
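First, chaperonin was dispensed at 40 nM or 20 nM final depending on batch activity. Next, compounds were pinned at 76 uM and ATP added at 10 uM. After 30 min at 37 °C, ADP detection reagents ran 30 min at ambient temperature.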
* hit, by the source's call; u = inconclusive; x = not tested or not shown. Unless noted, calls come from the whole dose curve; as a rule, active = well fitted curve in the direction sought with a large enough effect; inconclusive = small, poorly fitted or top-dose-only effect, or another doubt; inactive = no such curve, though single readings can be large; an effect the other way counts as inactive or inconclusive. A portion of the library. The share of hits here may be higher or lower than overall.

No.	PI5P4K alpha inh	EPAC1 antag	IL-2 act	PLK1 PBD block	EPAC2 ag	EPAC1 ag	WRN helicase inh	CCT chaperon mod	smiles
1	-5.8	-9.8%	0.0	-18.6%	3.2%	4.5%	u	0.5	Cc1cc(/C=C2\SC(=O)N(C)C2=O)c(C)n1-c1cccc(C(=O)O)c1
2	-5.6	-12.9%	-1.8	5.4%	3.1%	1.9%	-1.9%	-2.4	CCn1c(=O)c(C(=O)CC#N)c(N)n(Cc2ccccc2)c1=O
3	0.5	-3.4%	1.3	1.8%	-0.8%	4.3%	3.5%	-1.2	COc1ccc(NC2CCCN(C(=O)C3=NNC(=O)CC3)C2)cc1 (stereo unspecified)
4	0.2	-19.8%	-5.9	-10.1%	5.2%	-10.0%	-28.7%	-0.2	CCN(CC)C(=O)Cn1cc(C(=O)C(=O)NCCCN2CCOCC2)c2ccccc21
5	2.1	19.6%	0.2	-2.0%	5.7%	-0.3%	6.9%	0.3	COc1ccccc1C(=O)NCCC(=O)Nc1ncccc1O
6	0.7	6.7%	-2.0	-0.5%	7.5%	-2.8%	-3.5%	-0.9	Cc1ccccc1OCc1nnc(SCC(=O)Nc2c(C)n(C)n(-c3ccccc3)c2=O)n1-c1ccccc1
7	2.7	-4.4%	0.8	u	7.6%	6.7%	-14.2%	-0.1	CC(C)N1CSC(=S)N(Cc2ccccc2)C1
8	x	-13.4%	-1.4	-0.6%	9.8%	5.2%	-5.8%	1.4	C=CCn1c(Cc2cccs2)nnc1SCC(=O)Nc1ccc(C(=O)OCC)cc1
9	-22.3	5.0%	-0.4	u	1.6%	4.3%	10.8%	-0.8	COc1ccc(C[C@@H]2CN3C(=NC[C@@H]3C)N2C[C@H](C)NC(=O)c2ccc(C)c(Br)c2)cc1
10	2.6	-4.5%	1.7	-12.9%	10.6%	4.1%	-25.1%	-21.8	CCOC(=O)CSc1nc2ccccc2n2c(C)nnc12
11	6.4	-5.8%	-0.8	-5.3%	7.2%	7.0%	4.2%	0.4	COc1ccc(NC(=O)CN(C)C(=O)CNC(=O)c2ccc(C)s2)cc1
12	4.7	-10.5%	-0.4	10.4%	3.1%	-1.2%	-1.1%	-0.1	O=C(COC(=O)c1cc([N+](=O)[O-])ccc1N1CCOCC1)NCc1ccc(F)cc1
13	3.1	-1.6%	0.6	-7.5%	1.9%	12.6%	2.2%	-0.8	CC(C)[C@H](NC(=O)c1ccco1)C(=O)NC12CC3CC(CC(C3)C1)C2
14	0.9	9.6%	3.0	2.8%	-2.8%	-2.1%	4.4%	x	O=C(N[C@@H]1CC[C@H](CCn2cc(-c3ccccn3)nn2)O[C@@H]1CO)c1ccncc1
15	-7.2	17.4%	-1.4	-9.9%	1.0%	-6.1%	-0.8%	0.9	O=C(CC(=O)NC1CCCCC1)N/N=C/c1ccccc1Cl
16	5.0	-4.7%	0.2	u	-0.1%	2.6%	2.3%	-1.0	Cc1ccc(S(=O)(=O)N/N=C/c2c(F)cccc2Cl)cc1
17	-0.4	5.5%	13.8	3.7%	3.0%	0.1%	10.1%	0.9	CN(CCc1ccccn1)Cc1ccc(Cl)c(Cl)c1
18	-7.8	13.0%	1.4	-4.9%	10.5%	6.1%	6.1%	-0.1	O=C(NCCc1c[nH]c2ccccc12)C(=O)NCC1CCCO1 (stereo unspecified)
19	2.3	-0.3%	0.4	-1.5%	6.0%	-1.2%	6.6%	0.4	N#CCSc1nnc(Cc2cccc3ccccc23)n1C1CCCCC1
20	-1.7	8.3%	1.7	-13.3%	13.0%	3.6%	11.7%	-3.7	CCn1cnnc1SCC(=O)c1c(N)n(C2CC2)c(=O)[nH]c1=O
21	-5.0	8.0%	1.5	0.6%	0.8%	-3.6%	-5.3%	-0.4	Cn1ncc([N+](=O)[O-])c1C(=O)N/N=C/c1ccc(F)cc1
22	-4.5	-11.6%	10.3	0.7%	-0.6%	-2.1%	-13.0%	0.3	CC(=O)Nc1ccc(NC(=O)/C(Cl)=C/c2ccccc2)cc1
23	1.6	-1.2%	0.1	2.9%	-6.4%	3.1%	-8.3%	-0.1	CC(=O)OC1CCC2(C)C(CCC3C2CC(=NO)C2(C)C(C(C)OC(C)=O)CCC32)C1 (stereo unspecified)
24	x	-3.3%	-2.5	-3.3%	12.1%	2.7%	-9.9%	0.7	CCSc1nnc(NC(=O)c2ccc3c(c2)OCO3)s1
25	24.3	4.5%	-4.9	-2.4%	5.4%	-1.5%	8.4%	-0.3	COc1ccccc1NC(=O)c1cc(S(=O)(=O)N2CCc3ccccc32)ccc1F

Grouped by structure, the entries above with a thiophene ring, fused or not.
No.	PI5P4K alpha inh	EPAC1 antag	IL-2 act	PLK1 PBD block	EPAC2 ag	EPAC1 ag	WRN helicase inh	CCT chaperon mod	smiles
8	x	-13.4%	-1.4	-0.6%	9.8%	5.2%	-5.8%	1.4	C=CCn1c(Cc2cccs2)nnc1SCC(=O)Nc1ccc(C(=O)OCC)cc1
11	6.4	-5.8%	-0.8	-5.3%	7.2%	7.0%	4.2%	0.4	COc1ccc(NC(=O)CN(C)C(=O)CNC(=O)c2ccc(C)s2)cc1

Going on with the list.
No.	PI5P4K alpha inh	EPAC1 antag	IL-2 act	PLK1 PBD block	EPAC2 ag	EPAC1 ag	WRN helicase inh	CCT chaperon mod	smiles
26	-2.8	6.7%	1.3	-27.0%	-29.4%	1.2%	1.0%	-1.4	CC(C)CCn1c(N2CCN(c3cccc(Cl)c3)CC2)nc2c1c(=O)[nH]c(=O)n2C
27	-11.1	-6.4%	-6.3	-12.8%	11.8%	1.2%	6.0%	-5.3	CCS(=O)(=O)N1CCN(c2ccnc3cc(Cl)ccc23)CC1
28	0.3	-18.4%	-4.5	-2.8%	4.0%	-6.4%	-12.5%	-1.0	CCOC(=O)C1=C(N)N2C(=O)C(C)SC2=C(C(=O)OC)C1c1cccc(OC)c1 (stereo unspecified)
29	5.3	-12.2%	-3.7	5.6%	-5.7%	-6.8%	-8.8%	-0.5	CCOC(=O)C1C(C(=O)Nc2cccc(C(F)(F)F)c2)C1C(=O)NC(C)C (stereo unspecified)
30	2.5	-5.6%	1.7	-2.9%	2.8%	0.9%	-5.4%	1.9	Nc1cc(=O)[nH]n1C1CCCCC1
31	-2.0	1.5%	-2.0	0.9%	-7.1%	-7.6%	-2.6%	2.4	CC(=O)c1ccc(S(=O)(=O)N(CC(=O)NC2CC2)Cc2ccc(F)cc2)cc1
32	15.4	-10.7%	-0.6	0.5%	7.94µM*	6.2%	-4.7%	0.6	CCOc1cccc(C(=O)Nc2ccc3oc(Cc4ccc(Cl)cc4)nc3c2)c1
33	-28.3	-2.5%	-2.6	-11.2%	7.2%	3.0%	-12.0%	-0.9	CC(NC(=O)CN1c2cccc3cccc(c23)S1(=O)=O)c1ccccc1 (stereo unspecified)
34	2.5	-1.0%	-5.5	2.8%	0.5%	-3.5%	1.0%	-0.2	C/C(=N\O)c1ccc(Cl)cc1Cl
35	5.5	-6.8%	-1.5	2.3%	6.9%	3.4%	-5.6%	0.2	CN[C@H]1C[C@H]2c3cc(-c4ccccc4)ccc3CCN2C(=O)[C@H]1[C@H](C)O
36	-5.4	-16.7%	4.0	-19.4%	8.8%	6.9%	-10.1%	-5.0	O=C(CCc1nnc(C2CCCCC2)o1)N1CCCCC1CCn1cccn1 (stereo unspecified)
37	-24.0	-25.5%	-3.1	-21.9%	24.4%	8.5%	-6.4%	-5.7	Cc1nc2ccc(S(=O)(=O)Nc3ccc(-c4nc5cccnc5s4)cc3)cc2s1
38	u	15.8%	1.1	-18.7%	2.7%	11.3%	1.1%	0.8	N#C/C(=N\Nc1ccccc1)C(N)=S
39	5.5	2.0%	-5.6	-11.7%	4.9%	6.1%	7.8%	-3.1	Cc1ccc(S(=O)(=O)NC(Cc2ccccc2)C(=O)O)cc1 (stereo unspecified)
40	0.8	11.8%	-1.3	-7.1%	-4.7%	-8.5%	-0.3%	-2.0	COc1ccccc1S(=O)(=O)N1CCN(S(=O)(=O)c2ccccc2C#N)CC1
41	x	5.3%	1.5	23.8µM*	8.7%	2.6%	-0.6%	0.3	CCOc1cc(C(=S)N2CCOCC2)ccc1OC
42	x	6.5%	-0.6	-10.3%	4.8%	-0.1%	-2.7%	-2.6	COc1ccc(OC)c(NC(=O)CC2C(=O)NCCN2C(=O)Nc2cccc(Cl)c2)c1 (stereo unspecified)
43	-8.3	-1.5%	1.3	-3.3%	-5.4%	-6.8%	13.7%	-0.2	Cc1cc(C)c(C)c(S(=O)(=O)Nc2ccc3cn[nH]c3c2)c1C
44	x	-17.2%	-4.5	-0.3%	-0.8%	-13.2%	-5.7%	-1.8	Cc1ccc(OCc2ccc(C(=O)Nc3c(C)nn(Cc4c(F)c(F)c(F)c(F)c4F)c3C)o2)c([N+](=O)[O-])c1
45	-3.1	-6.7%	-0.1	-2.2%	3.0%	5.8%	-3.7%	0.5	Cc1ccc(CS(=O)(=O)Cc2ccc(C(=O)NC3CC3)o2)cc1
46	x	-1.9%	-0.8	-6.2%	11.1%	4.9%	2.2%	-3.4	CCOc1ccccc1CNCCO
47	-2.2	-11.1%	-0.5	0.2%	-4.1%	7.0%	-8.3%	-3.8	O=C(NCc1ccccc1)c1onc(CSc2ccc(F)cc2)c1C(=O)NCCCN1CCOCC1
48	7.6	4.3%	0.9	5.4%	4.5%	5.5%	1.4%	3.3	COc1ccc([C@@H]2C[C@H]3CN(c4ccccc4)C(=O)[C@]34CCCN24)c(OC)c1OC
49	x	-2.1%	0.0	4.0%	8.6%	16.2%	-2.4%	2.4	Cc1ccc(OCn2c(=O)sc3ccccc32)cc1
